CDK5 p35 inh: inhibitors of human CDK5/p35 kinase, primary screen, biochemical, single concentration. Cyclin-dependent kinase 5 (Homo sapiens) + Cyclin-dependent kinase 5 activator 1 (Homo …. Recombinant CDK5/p35, ADP-Glo luminescence, 60 min. inhibition, % at 10 µM. 0.01% of 330,000 active;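 active = highest replicate inhibition of at least 50% and at least 75% of replicates reaching 50%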;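 note: plate controls were DMSO neutral control for no effect and GW8510 at 10 µM for full effect; many of its hits are not listed in these tables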
SR-BI DiI inh: inhibitors of SR-BI mediated HDL lipid uptake, primary screen, ldlA[mSR-BI] cells, fluorescence, single point; Scavenger receptor class B member 1 (Mus musculus), Q61009; ldlA[mSR-BI] CHO cells, DiI-HDL uptake fluorescence, 3 h; inhibition, % at 12.5 µM; 0.96% of 320,000 active;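 active = mean replicate inhibition of at least 70% and a set share of replicates each scoring 70 or more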;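 note: 0% = median of neutral control wells and 100% = median of positive control wells; values of inactives mirror those of a sister screen read the other way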
PKA-R2B activ: activators of PKA-R2B holoenzyme, primary screen, biochemical, fluorescence polarization, Cy5-IP20, human; PKA-R2B holoenzyme dissociation; R2B truncated from residue 108, S112A mutant; 0% DMSO only, 100% 113 µM cGMP; 0.079% of 340,000 active; cAMP-dependent protein kinase catalytic subunit beta (Homo sapiens) + cAMP-dependent …; AID 504700, 2011; activation, % at 11.4 µM;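 active = activation above a cutoff set at the mean over all compounds plus 3 SD, cut at about 18% in these data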;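 note: higher means more holoenzyme dissociation and a rise in polarization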
MITF TRPM1 HTS: activators of MITF-driven TRPM1 promoter reporter, primary screen, cell-based, SK-MEL-5, luciferase, single point | SK-MEL-5 TRPM1-promoter luciferase, 24 h; % of positive control, neutral wells = 0 | activation, % at 12.5 µM | 0.75% of 300,000 active | AID 588334, 2011;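 active = mean activation of at least 80% with every replicate also reaching 80%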;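 note: 0% = neutral control wells and 100% = parthenolide positive control wells; values of inactives mirror those of a sister screen read the other way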
Pemphigus Ab inh: inhibitors of pemphigus antibody binding to DSG3, primary screen, biochemical, bead-based, flow cytometry, scFv-GFP; Desmoglein-3 (Homo sapiens), P32926; DSG3-coupled beads, scFv-anti-DSG3-GFP binding; hits give low values; binding (percent of control), % at 10 µM; 0.48% of 310,000 active;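 active = binding more than 3 SD below its plate's average and above zero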;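 note: hits lower antibody fragment binding to DSG3; some compounds called inactive have numbers as strong as hits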
Target sequence (P32926 whole entry, looked up, the tested form may be a part): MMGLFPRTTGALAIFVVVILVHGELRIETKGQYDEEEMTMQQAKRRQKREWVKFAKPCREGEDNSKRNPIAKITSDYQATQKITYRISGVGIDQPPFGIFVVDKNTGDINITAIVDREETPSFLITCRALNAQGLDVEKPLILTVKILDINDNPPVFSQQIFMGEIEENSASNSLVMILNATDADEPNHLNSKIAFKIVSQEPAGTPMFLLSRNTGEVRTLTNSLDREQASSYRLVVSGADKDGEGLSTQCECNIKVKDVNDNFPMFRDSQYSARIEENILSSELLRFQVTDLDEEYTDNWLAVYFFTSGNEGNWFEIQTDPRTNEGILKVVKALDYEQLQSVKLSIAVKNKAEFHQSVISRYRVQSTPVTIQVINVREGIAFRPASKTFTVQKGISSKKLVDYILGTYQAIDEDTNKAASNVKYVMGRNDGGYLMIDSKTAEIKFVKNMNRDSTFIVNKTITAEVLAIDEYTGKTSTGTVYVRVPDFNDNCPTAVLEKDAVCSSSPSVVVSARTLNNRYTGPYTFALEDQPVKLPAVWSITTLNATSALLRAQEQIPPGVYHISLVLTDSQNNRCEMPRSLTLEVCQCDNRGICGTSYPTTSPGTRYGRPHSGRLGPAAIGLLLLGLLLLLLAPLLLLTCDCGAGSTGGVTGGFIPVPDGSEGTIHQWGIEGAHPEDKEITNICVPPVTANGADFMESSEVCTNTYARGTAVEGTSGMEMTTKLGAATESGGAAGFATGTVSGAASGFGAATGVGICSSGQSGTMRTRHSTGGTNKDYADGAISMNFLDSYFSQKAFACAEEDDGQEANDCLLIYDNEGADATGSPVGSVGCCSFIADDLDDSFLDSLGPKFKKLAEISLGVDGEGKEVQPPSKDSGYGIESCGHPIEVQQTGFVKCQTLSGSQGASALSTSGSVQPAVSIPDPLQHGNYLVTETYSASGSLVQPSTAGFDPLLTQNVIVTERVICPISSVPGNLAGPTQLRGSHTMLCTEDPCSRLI
NSD2 inh: NSD2 histone methyltransferase inhibitors, primary screen, biochemical, AlphaScreen, single concentration, set 2 | Histone-lysine N-methyltransferase NSD2 (Homo sapiens), O96028 | AID 743445, 2014 | NSD2 peptide methylation, 120 min | 0.54% of 310,000 active | inhibition, % at 12.5 µM; in the data active = inhibition above about 50%
Arrestin-AP2 inh: inhibitors of beta-arrestin/AP2 binding, primary screen, biochemical, GPCR trafficking, flow cytometry | FITC-arrestin peptide / GST-AP2 beads; AP2 beta2 appendage carries R879A mutation | 0.31% of 340,000 active | beta-arrestin 1 C-terminal peptide binding to AP2 beta2-adaptin appendage (human) | AID 504490, 2011 | inhibition, % at 10 µM;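 active = inhibition above a set limit, near 3 SD of compounds lacking own fluorescence, cut at about 54% in these data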;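 note: plate controls were DMSO wells for no effect and 5 µM unlabelled arrestin peptide for full effect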
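Material – AP2 appendage R879A on GSH beads · Buffer or medium – PBS with 0.05% Tween 20 and 0.1% BSA · Probe or stimulus – fluorescein-tagged arrestin peptide at 50 nM final · Incubation – compound with beads 12 min RT, then probe 1 h RT · Detection – high-throughput flow cytometry of beads, ex 488, em 535 nm · Evaluation – percent response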
PKA-R1A act: activators of PKA-R1A holoenzyme, primary screen, biochemical, fluorescence polarization, Cy5-IP20, bovine R1A, mouse PKAc; 0.083% of 340,000 active; activation, % at 11.4 µM; PKA-R1A dissociation; scaled: DMSO 0%, 113 µM cGMP 100%;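 active = percent activation above the mean of all tested compounds plus 3 SD, cut at about 19% in these data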;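 note: higher means more PKAc released from R1A so a rise in polarization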
Mot1-301 SUMO: yeast Mot1-301 growth rescue at high temperature, primary screen, SUMOylation pathway inhibitor project, S. cerevisiae, ATP luminescence, 38.5C. S. cerevisiae Mot1-301 growth rescue; percent above DMSO median, 100 means doubled. growth rescue, % at 18.8 µM. 1% of 320,000 active;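 active = every valid replicate shows activation above 250% relative to neutral control wells; inactive = the rest, any valid replicate at or below 250%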;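 note: OY570 slx delta 5 strain wells were the positive control but not used for scaling; some compounds called inactive have numbers as strong as hits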
SR-BI DiI-HDL act: activators of SR-BI mediated DiI-HDL uptake, primary screen, ldlA[mSR-BI] CHO cells, DiI fluorescence | 3 h; 100 = double the neutral-control signal | activation, % at 12.5 µM | 0.096% of 320,000 active | AID 504775, 2011;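 active = mean replicate activation of at least 60% and every replicate at or above 60%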;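 note: 0% = median plate neutral-control signal and 100% = twice that signal; values of inactives mirror those of a sister screen read the other way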
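Test system: SR-BI-overexpressing, LDLR-lacking CHO cells; Medium: Ham's F12 with 0.5% BSA, HEPES 25 mM, pH 7.4; Schedule: 3 h, 37 °C; Technique: bottom-read fluorescence, 550/595 nm.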
dFosB act: activators of delta FosB homodimer, primary screen, biochemical, fluorescence polarization, TAMRA-CDK5 oligo, single point. Protein FosB (Mus musculus), P13346. purified delta FosB; percent of positive-control signal above neutral wells. 0.99% of 340,000 active. activation, % at 25 µM;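 active = mean activation above about 17%, with every replicate also reaching it, limit read from the data, passing the limit was not always enough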;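 note: fluorescence polarization rise as delta FosB binds a TAMRA Cdk5 AP-1 oligo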
* hit, by the source's call; . = no result given. Compounds were not picked by outcome, and some 4.7% of all compounds hit somewhere here.

Field names – A = CDK5 p35 inh; B = SR-BI DiI inh; C = PKA-R2B activ; D = MITF TRPM1 HTS; E = Pemphigus Ab inh; F = NSD2 inh; G = Arrestin-AP2 inh; H = PKA-R1A act; I = Mot1-301 SUMO; J = SR-BI DiI-HDL act; K = dFosB act
> CC(=O)Nc1ccc(NC(=O)CSc2nnc(CC(C)O)n2-c2ccccc2)cc1 (stereo not drawn)
  A = -0.4	B = -20	C = -2	D = .	E = 115	F = 2	G = 32	H = -3	I = -7	J = 20	K = 4

> CC1CCc2sc(C(=O)NCC(c3ccco3)N3CCCCC3)cc2C1 (stereo not drawn)
  A = 0.0	B = 8	C = -4	D = 6	E = 102	F = -1	G = 10	H = 1	I = 6	J = -8	K = -9

> Cc1cc(=O)n2nc(N3CCCC(C(=O)NCc4cccc(Br)c4)C3)sc2n1 (stereo not drawn)
  A = -1.1	B = -18	C = 8	D = 4	E = 108	F = -5	G = -10	H = -11	I = 2	J = 18	K = 4

> CCC(=O)NCCCCNC(=O)CC
  A = 1.8	B = -11	C = -2	D = .	E = 108	F = 49	G = 8	H = -6	I = 2	J = 11	K = -6

> O=C1CSC(=Nc2ccc(Cl)cc2)N1Cc1ccco1
  A = -1.3	B = 7	C = 3	D = 11	E = 119	F = 1	G = 11	H = -6	I = 77	J = -7	K = -3

> CCCNC(=O)CCn1c(=S)oc2ccccc21
  A = -1.1	B = .	C = 0	D = 10	E = 99	F = 9	G = 29	H = -10	I = 61	J = .	K = -6

> Cc1ccccc1C(=O)NNC(=O)CCc1ccccc1
  A = 0.6	B = -6	C = 1	D = -7	E = 98	F = -2	G = 1	H = 0	I = 76	J = 6	K = -6

> COc1ccccc1C(CNC(=O)CN1C(=O)NC(C)(c2ccc3ccccc3c2)C1=O)N1CCCC1 (stereo not drawn)
  A = 0.6	B = 11	C = 2	D = 12	E = 109	F = 3	G = -4	H = 3	I = .	J = -11	K = -4

> COCCNC(=O)c1ccc(C)c(NC(=O)C2=C(C)OCCS2)c1
  A = -0.7	B = -23	C = -6	D = -5	E = 103	F = 0	G = 3	H = -14	I = 0	J = 23	K = 1

> N#C/C(=C\C=C\c1ccccc1)C(=O)NCc1cccnc1
  A = -1.1	B = 11	C = -8	D = -29	E = 106	F = 0	G = 7	H = -1	I = 4	J = -11	K = -5

> CCC1Nc2ncnc(N3CCCCC3)c2N(Cc2ccc(Cl)cc2)C1=O (stereo not drawn)
  A = -0.2	B = -5	C = -3	D = 3	E = 103	F = .	G = .	H = 4	I = 23	J = 5	K = -3

> COc1ccc(-n2c3c(cc(C(=O)NCc4ccco4)c2=O)C(=O)CC(C)(C)C3)cc1
  A = 1.1	B = 19	C = 1	D = 0	E = 108	F = 5	G = -25	H = -6	I = 7	J = -19	K = -8

> CSc1nnc(CCCCCCCCc2nnc(SC)o2)o1
  A = 0.4	B = -16	C = -3	D = 5	E = 105	F = -1	G = -4	H = -1	I = 0	J = 16	K = 1

> Cc1nonc1OCCNCc1c(C(=O)N(C)C)nc2ccc(Cl)cn12
  A = -2.5	B = 7	C = -9	D = 7	E = 103	F = -3	G = -13	H = -11	I = 20	J = -7	K = -4

> Cc1ccc(C)c(Cn2nc(-c3cc(C)ccc3C)ccc2=O)c1
  A = 0.0	B = 5	C = -5	D = -8	E = 118	F = -4	G = 36	H = -3	I = -21	J = -5	K = -5

> CC(Sc1cccc[n+]1[O-])C(=O)NC1CCCCC1C (stereo not drawn)
  A = 0.8	B = -15	C = -3	D = 3	E = 100	F = -1	G = 22	H = -1	I = -4	J = 15	K = 0

> Nc1nnc(SCC(=O)Nc2ccc(F)c(Cl)c2)n1-c1ccccc1
  A = -2.5	B = 2	C = -3	D = 4	E = 94	F = -2	G = 19	H = -2	I = 398	J = -2	K = -3

> CNC(=O)c1cnc(-c2ccccc2)nc1-c1ccccc1
  A = -0.4	B = 2	C = -8	D = 7	E = 113	F = 0	G = -11	H = -2	I = 17	J = -2	K = 1

> O=c1oc2ccccc2cc1-c1ccccc1
  A = -1.4	B = -5	C = 3	D = 50	E = 83	F = -3	G = 22	H = -7	I = 16	J = 5	K = -4

> O=C1c2ccccc2C(=O)N1OCc1ccccc1
  A = -0.1	B = -8	C = -2	D = .	E = 102	F = .	G = -5	H = -2	I = -6	J = 8	K = 4

> Cc1cccc2c1cnn2C(=O)CCC(=O)NCc1ccc(F)cc1
  A = -2.1	B = -12	C = -1	D = 5	E = 109	F = .	G = -2	H = 6	I = 13	J = 12	K = 12

> COc1ccccc1NC(=O)C1CCN(C(=O)c2ccco2)CC1
  A = 0.6	B = .	C = 5	D = .	E = 103	F = -2	G = -4	H = -1	I = 8	J = .	K = 5

> CCOC(=O)N1CCN(C(=O)Cn2nc(C)c3sc4ccccc4c3c2=O)CC1
  A = -0.1	B = 27	C = 4	D = -10	E = 92	F = -3	G = 7	H = 1	I = -19	J = -27	K = 0

> Clc1ccc(C(c2ccccc2)N2CCN(c3ccccn3)CC2)cc1 (stereo not drawn)
  A = -0.8	B = .	C = -12	D = 0	E = 101	F = 0	G = -5	H = 3	I = 299	J = .	K = -11

> CCc1ccc2nc(NC(=O)c3ccc(N4C(=O)CCC4=O)cc3)sc2c1
  A = -0.4	B = .	C = -12	D = 0	E = 92	F = 21	G = 1	H = -6	I = 262	J = .	K = 2

Limited to Pemphigus Ab inh, PKA-R1A act and NSD2 inh, for three of the compounds above:
| SMILES | Pemphigus Ab inh | PKA-R1A act | NSD2 inh |
| --- | --- | --- | --- |
| CCC1Nc2ncnc(N3CCCCC3)c2N(Cc2ccc(Cl)cc2)C1=O (stereo not drawn) | 103 | 4 | . |
| COc1ccc(-n2c3c(cc(C(=O)NCc4ccco4)c2=O)C(=O)CC(C)(C)C3)cc1 | 108 | -6 | 5 |
| CSc1nnc(CCCCCCCCc2nnc(SC)o2)o1 | 105 | -1 | -1 |

Other records.
Field names – A = CDK5 p35 inh; B = SR-BI DiI inh; C = PKA-R2B activ; D = MITF TRPM1 HTS; E = Pemphigus Ab inh; F = NSD2 inh; G = Arrestin-AP2 inh; H = PKA-R1A act; I = Mot1-301 SUMO; J = SR-BI DiI-HDL act; K = dFosB act
> CCc1cccc(CC)c1NC(=O)CCCSc1nc2ccccc2s1
  A = 0.6	B = 4	C = -7	D = -12	E = 100	F = -2	G = -4	H = -2	I = -6	J = -4	K = -7

> COc1ccc(-c2ccc(=O)n(CC(=O)NC3CCc4ccccc43)n2)cc1OC (stereo not drawn)
  A = -0.5	B = 22	C = -12	D = 12	E = 106	F = 15	G = -2	H = -14	I = 3	J = -22	K = 2

> COC(CNC(=O)C1CCCN(S(=O)(=O)c2ccc3c(c2)oc(=O)n3C)C1)OC (stereo not drawn)
  A = 1.9	B = -4	C = 5	D = 1	E = .	F = -10	G = -7	H = -3	I = 24	J = 4	K = 2

> CC1CCC(NC(=O)c2ccc3c(c2)OCO3)CC1 (stereo not drawn)
  A = 0.8	B = -19	C = 3	D = 2	E = 101	F = -2	G = -13	H = 5	I = -2	J = 19	K = 2

> Cc1cc(SCC(=O)c2ccccc2)nc(SCC(=O)c2ccccc2)n1
  A = 0.0	B = 15	C = 3	D = -13	E = 99	F = 6	G = 19	H = -1	I = 19	J = -15	K = -12

> COC(=O)[C@H](C)NC(=O)NC1CCCc2ccccc21 (stereo partly drawn)
  A = -1.1	B = -5	C = -4	D = -13	E = 93	F = -7	G = 2	H = 7	I = 1	J = 5	K = 1

> CCCOC(=O)c1ccc(NC(=O)c2cccc(S(=O)(=O)N3CCN(C(C)=O)CC3)c2)cc1
  A = -1.1	B = .	C = 4	D = -39	E = 116	F = 2	G = 27	H = 1	I = 12	J = .	K = -6

> O=C(NCC(=O)N1CCN(S(=O)(=O)c2c(F)cccc2F)CC1)c1ccccc1F
  A = 0.6	B = 5	C = -4	D = -4	E = 105	F = -5	G = 16	H = -5	I = .	J = -5	K = 1

> CC1CN(C(=O)c2ccccc2C(=O)c2ncc[nH]2)CC(C)O1 (stereo not drawn)
  A = -1.9	B = -6	C = -13	D = 7	E = .	F = -5	G = 1	H = -13	I = -4	J = 6	K = -1

> Nc1nc2n(n1)C(c1ccco1)CC(c1ccc(Cl)cc1)N2 (stereo not drawn)
  A = -0.8	B = 5	C = -1	D = -6	E = 102	F = -6	G = -3	H = -8	I = -11	J = -5	K = -7

> CN(c1ccccc1C(=O)Nc1ccc2c(c1)OCO2)S(C)(=O)=O
  A = 1.5	B = -14	C = 0	D = 4	E = 94	F = -4	G = -2	H = -6	I = 5	J = 14	K = -3

> O=C(NC1CCCCC1)N1CCN(C2CCCCC2)CC1
  A = 0.9	B = -16	C = -4	D = -11	E = .	F = -2	G = -3	H = -4	I = 4	J = 16	K = -3

> COc1cccc(NC(=O)CCSc2ccc(C)cc2)c1
  A = -0.1	B = .	C = 7	D = 2	E = 108	F = -2	G = 21	H = -16	I = -9	J = .	K = 1

> Cn1nc(C(F)(F)F)c(/C=N/OC(=O)c2ccccc2Cl)c1SCc1ccc(Cl)cc1
  A = 0.5	B = 39	C = 0	D = .	E = 99	F = -1	G = 10	H = 6	I = -1	J = -39	K = 0

> CCOC(=O)C1=C(C)N=c2s/c(=C\c3ccc(OCC(=O)O)cc3)c(=O)n2C1c1ccccc1 (stereo not drawn)
  A = -1.4	B = 6	C = 5	D = .	E = 88	F = 9	G = -7	H = -4	I = 186	J = -6	K = -2

> Cc1ccc(CN(C)S(=O)(=O)c2c(C)noc2/C=C/N(C)C)cc1
  A = 0.4	B = 16	C = -2	D = 9	E = 97	F = 9	G = 21	H = -9	I = -17	J = -16	K = -12

> CN1C(=O)N(CC(=O)Nc2nccs2)C(=O)C12CCCCC2
  A = -0.5	B = -36	C = 6	D = -4	E = .	F = -2	G = 4	H = -7	I = 81	J = 36	K = 0

Source: PubChem (several laboratories)
